p53 reactivator: mutant p53 re-activation in reporter cells; H1299 p53-A138V BP100-luciferase reporter, luminescence, 24 h; Potency, µM (series often up to 92.2 µM), for inactives: at the top dose activity change, positive = activation, hits mostly activators; AID 504706; 0.063% of 320,000 active; further: % of control where 0% means no effect; nearly all actives have a fitted effect of over 45% in size
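H1299 (p53-null), stable ts p53-A138V + BP100-Luc; 1000 cells/well, Opti-MEM/10% FBS; cpd 4 pt, 1:5; 24 h, 37 deg C, 5% CO2; detection reagent 10 min RT; luminescence.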
MBNL1-CUG inh: inhibitors of human MBNL1 binding to CUG repeat RNA; TR-FRET MBNL1-His/biotin-(CUG)12 binding, 665/545 ratio; Potency, µM (doses to about 57.5 µM), inactives show at the top dose activity change, negative = inhibition, usual class: inhibitors; 0.036% of 280,000 active; active means well fitted inhibition curve with a large enough effect in the signal ratio, with a control signal flat, not every such curve was filed as active; inconclusive means small, poorly fitted or top-dose-only effect, or effect the other way, or a change in a side signal; inactive means no such curve, though single readings can be large or run the other way; the % refers to the signal ratio; further: on the % scale 0 is the no-effect control and ±100 the full control effect
Target sequence (Q9NR56 whole entry, looked up): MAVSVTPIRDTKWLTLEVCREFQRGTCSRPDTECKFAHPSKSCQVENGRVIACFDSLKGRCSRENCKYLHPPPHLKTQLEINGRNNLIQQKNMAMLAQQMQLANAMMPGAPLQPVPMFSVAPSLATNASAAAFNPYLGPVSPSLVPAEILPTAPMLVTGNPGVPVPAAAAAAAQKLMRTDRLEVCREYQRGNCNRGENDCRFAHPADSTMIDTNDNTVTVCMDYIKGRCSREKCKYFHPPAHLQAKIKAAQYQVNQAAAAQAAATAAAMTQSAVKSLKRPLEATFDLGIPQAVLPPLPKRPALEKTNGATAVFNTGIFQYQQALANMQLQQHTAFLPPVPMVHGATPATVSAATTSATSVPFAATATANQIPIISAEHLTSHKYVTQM
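Inhibition of protein-RNA binding appears as loss of TR-FRET between terbium anti-His antibody on MBNL1-His and streptavidin-XL665 on biotin-(CUG)12. Activity is normalized to buffer-only and uninhibited-complex controls.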
CXXC DNA block: inhibitors of human MLL CXXC domain-DNA interaction; Q03164; 0.037% of 290,000 active; MLL-CXXC / FITC-HOXA9 DNA fluorescence polarization; Potency, µM (highest dose often 115 µM), without a hit: at the highest dose activity change, negative = inhibition, hits mostly inhibitors; AID 2662; active means well fitted inhibition curve with a large enough effect in the polarisation, with a control signal flat, not every such curve was filed as active; inconclusive means small, poorly fitted or top-dose-only effect, or effect the other way, or a change in a side signal; inactive means no such curve, though single readings can be large or run the other way; the % refers to the polarisation
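Steps: dispense CXXC domain solution (7 uM) → pin compounds or unlabeled HOX-A9 DNA control → 5 min ambient → add FLSN-HOX-A9 solution (50 nM) → spin → 30 min ambient → fluorescence polarization. Tris pH 7.5/NaCl/DTT/BSA buffer.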
ELG1 genotoxic: inducers of genotoxicity in HEK293T ELG1-luciferase cells | HEK293T ELG1-luciferase reporter, luminescence, 16 h | Potency, µM (series often up to 46 µM), for inactives: top-dose activity change, positive = activation, usual class: activators | 1.3% of 330,000 active | AID 504466; further: % of control where 0% means no effect; nearly all actives have a fitted effect of over 60% in size
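16 hr compound incubation (37 °C, 5% CO2) of HEK293T cells carrying luciferase-tagged ELG1; luciferase then measured by ONE-Glo luminescence after 30 min at RT.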
Gal4-VP16 FLuc: inhibits Gal4-VP16 luciferase reporter, ROR gamma counter-screen. Drosophila S2 Gal4-VP16 UAS-luciferase, luminescence, 20 h. Potency, µM (top dose mostly 53.6 µM), inactives show at the top dose activity, negative = inhibition, usual class: inhibitors. 3.5% of 310,000 active. AID 2546;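 further: Gal4-VP16 expression switched on by copper sulfate through the metallothionein promoter; on the % scale 0 is the no-effect control and ±100 the full control effect; nearly all actives have a fitted effect of over 50% in size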
uPA surface inh: inhibitors of cell surface uPA generation | cell surface uPA generation assay, qHTS | 0.31% of 330,000 active | Potency, µM (doses to about 38.3 µM), inactives show at the top dose activity change, negative = inhibition, usual class: inhibitors | AID 540303; active means well fitted inhibition curve with a large enough effect; inconclusive means small, poorly fitted or top-dose-only effect; inactive means no such curve, though single readings can be large or run the other way; tested in mouse RAW 264.7 cells; further: on the % scale 0 is the no-effect control and ±100 the full control effect; nearly all actives have a fitted effect of over 55% in size
Rab9 prom act: activates the Rab9 promoter | Huh7 Rab9 promoter-luciferase reporter, luminescence, 24 h | Potency, µM (top dose mostly 9.22 µM), for inactives: at the highest dose activation, negative = inhibition, hits mostly activators | 2.8% of 320,000 active; further: % of control where 0% means no effect; nearly all actives have a fitted effect of over 60% in size
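Steps: seed 1500 Huh7 Rab9-luc cells per well, rest 2 h at 37 °C; add compound in DMSO; incubate 24 h; add luciferase reagent, 10 min ambient; read luminescence.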
RORgamma inh: ROR gamma (mouse) transcription inhibition | Drosophila S2 Gal4-RORgamma UAS-luciferase reporter, 20 h | Potency, µM (titrated, usually from 53.6 µM), without a hit: top-dose activity change, negative = inhibition, usual class: inhibitors | 5.4% of 310,000 active; further: on the % scale 0 is the no-effect control and ±100 the full control effect; nearly all actives have a fitted effect of over 60% in size
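Using a luciferase readout, inhibitors were identified by reduced reporter activity in Drosophila cells coexpressing a copper-inducible Gal4–ROR gamma fusion and UAS-driven Photinus luciferase, incubated 20 hr after 700 uM copper sulfate.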
FLuc modulator: inhibits or activates purified firefly luciferase, miR-21 counter-screen; P08659; purified FLuc, Km substrates, luminescence inhibition; Potency, µM (series often up to 57.5 µM), for inactives: at the highest dose activity change, negative = inhibition, most hits filed as inhibitors; 6.9% of 360,000 active;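 further: plate controls were vehicle for no effect and reference inhibitor for full effect; nearly all actives have a fitted effect of over 55% in size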
Target sequence (P08659 whole entry, looked up): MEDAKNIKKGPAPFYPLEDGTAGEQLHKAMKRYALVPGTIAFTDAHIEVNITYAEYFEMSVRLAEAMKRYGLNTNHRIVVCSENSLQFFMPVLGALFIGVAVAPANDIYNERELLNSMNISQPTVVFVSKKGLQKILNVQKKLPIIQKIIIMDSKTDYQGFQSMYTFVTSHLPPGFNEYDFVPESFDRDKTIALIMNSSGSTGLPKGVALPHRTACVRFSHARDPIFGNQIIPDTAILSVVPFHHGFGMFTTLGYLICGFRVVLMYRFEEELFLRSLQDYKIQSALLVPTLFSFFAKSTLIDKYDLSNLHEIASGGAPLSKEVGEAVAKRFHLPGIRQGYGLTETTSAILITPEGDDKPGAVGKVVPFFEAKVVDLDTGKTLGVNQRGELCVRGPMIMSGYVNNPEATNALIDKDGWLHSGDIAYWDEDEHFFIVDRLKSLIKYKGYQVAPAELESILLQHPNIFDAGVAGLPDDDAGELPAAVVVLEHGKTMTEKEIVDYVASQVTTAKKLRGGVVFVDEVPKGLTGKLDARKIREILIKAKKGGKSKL
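Purified P. pyralis luciferase, 10 nM final, with Km-level 10 uM D-luciferin and 10 uM ATP in 50 mM Tris acetate pH 7.5, 10 mM Mg acetate, 0.01% Tween-20, 0.05% BSA; 6-point qHTS titration about 60 µM downward; luminescence read.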
BRCA1 expr act: BRCA1 expression activation | MCF7-BRCA1-FFLuc reporter, luminescence, 48 h; response scale: scaled: vehicle 0%, 10 µM genistein 100% | Potency, µM (titrated, usually from 46.1 µM), inactives show at the top dose activation, hits mostly activators | 1.1% of 380,000 active; further: nearly all actives have a fitted effect of over 80% in size; some results filed as inactive show a strong effect at the top dose
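First, MCF7-BRCA1-FFLuc cells (2000/well) attach for 2 h; next, compounds are pin-added and incubated 48 h at 37 °C; finally, luciferase reagent is added and luminescence read after 15 min.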
NPC1 prom act: NPC1 promoter activation. 2.4% of 320,000 active. AID 485313. Potency, µM (doses to about 9.22 µM), without a hit: at the highest dose activation, most hits filed as activators. Huh7 NPC1 promoter luciferase reporter, 24 h;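 further: % of control where 0% means no effect; nearly all actives have a fitted effect of over 60% in size; reporter is driven by a mutant NPC1 promoter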
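Luciferase expression driven by the NPC1 promoter was measured in stably transfected Huh7 cells after a 24 h compound incubation, using a luciferase reagent and a luminescence read.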
* = called active by the depositor; ? = inconclusive; . = not tested or not shown; [ ] = dose if it differs, or a comment. Unless noted, the call rests on the fitted dose curve; in most records, active means well fitted curve in the direction sought with a large enough effect; inconclusive means small, poorly fitted or top-dose-only effect, or another doubt; inactive means no such curve, though single readings can be large; an effect the other way counts as inactive or inconclusive. Potency means the concentration at half of the fitted maximal effect. Only part of the results is shown, so the mix of outcomes need not match the whole.

Order of values – p53 reactivator	MBNL1-CUG inh	CXXC DNA block	ELG1 genotoxic	Gal4-VP16 FLuc	uPA surface inh	Rab9 prom act	RORgamma inh	FLuc modulator	BRCA1 expr act	NPC1 prom act
CCOC(=O)C(O)(c1ccc(NC(=O)NC)cc1)C(F)(F)F (configuration not stated)
    1%	0%	6%	-1%	0%	0%	-7%	13%	3%	0%	0%
C[N+]1(CC(COCc2ccccc2)OC(=O)Cc2ccccc2)CCOCC1 (configuration not stated)
    -2%	-5%[11.5 µM]	-8%	1%	-5%	1%	3%	-23%	5%	-29%	-8%
O=P(O)(O)Cc1ccccc1OP(=O)(c1ccccc1)c1ccccc1
    -2%	3%	6%	1%	-2%	6%	-4%	-22%	6%	-44%	-5%
Cc1cc(OC(=O)N(C)C)nc(-c2ccc(C)c(Cl)c2)n1
    0%	-6%	-4%	3%	-9%	-6%	1%	32%	-16%	0%	-1%
COc1ccccc1OCC#CCN1CCCC1
    10%	3%	1%	-2%	0%	7%	-1%	9%	0%	12%	-3%
CCOC(=O)C(O)(c1ccc(NC(=O)Oc2ccccc2)cc1)C(F)(F)F (configuration not stated)
    -2%	0%	7%	4%	-1%	-7%	-1%	13%	?	-5%	-3%
Cc1ccc(N2C(=O)NC(=O)C(CCc3ccccn3)(Cc3cccc(Cl)c3Cl)C2=O)cc1 (configuration not stated)
    -13%	0%	9%	-1%	-5%	4%	-1%	-7%	4%	-2%	-3%
Cc1ccc2c(c1)CCCN2N=O
    -10%	-14%	4%	2%	-2%	1%	0%	-15%	-1%	-1%	-1%
CNC(=O)O/N=C(\N)Cc1csc2ccccc12
    4%	-1%	-11%	?	-9%	-14%	-4%	-33%	1%	-28%	-2%
c1ccc(NC2=Nc3ccccc3CC2)cc1
    ?	9%	-5%	16µM*	3%	2%	?	-13%	?	?	?
Clc1ccc2c(N3CCNCC3)ccnc2c1
    .	-3%	15%	.	-12%	-1%	.	-11%	1%	-8%	.
COc1ccnc(N=CNOCc2ccc(C)cc2)c1C#N
    0%	1%	11%	19%	4%	2%	?	6%	?	37%	26%
O=c1c2ccccc2nc(/C=C/c2ccccc2O)n1-c1ccccc1O
    ?	11%	24%	-8%	15%	.	-4%	27%	?	.	1%
CC1(C)CC(=O)c2cc(OCC(=O)N3CCN(Cc4ccccc4)CC3)ccc2O1
    0%	8%	-4%	-2%	4%	0%	-4%	20%	6%	-3%	1%
Cc1c(Oc2cc(NN3CCCCC3)c([N+](=O)[O-])cc2[N+](=O)[O-])cccc1[N+](=O)[O-]
    13%	5%	9%	0%	0%	12%	-12%	10%	0%	11%	-3%
CCC(=NCC1CCCO1)c1c(O)[nH]c(=O)[nH]c1=O (configuration not stated)
    -5%	-4%	-5%	3%	-11%	-6%	-6%	9%	3%	0%	-3%
Cc1ccc2nc(SCC(=O)N/N=C/c3ccco3)cc(C)c2c1
    -1%	7%	6%	-4%	8%	8%	-4%	41%	?	-6%	-2%
O=C(c1ccccc1F)N1C[C@H]2C[C@@H](C1)c1cccc(=O)n1C2
    11%	3%	8%	3%	2%	8%	3%	-18%	2%	-7%	-1%
Cc1cccc(N2CCN(Cc3ccc4c(c3)OCO4)CC2)c1C
    .	-10%	5%	-7%	-4%	2%	-2%	17%[1.91 µM]	3%	-27%	0%
CCOC(=O)C1=C(C)OC(N)=C(C(=O)OCC)[C@@]12C(=O)N(CC(N)=O)c1ccccc12
    9%	-3%	-1%	-1%	5%	6%	-2%	11%	1%	-25%	2%
COC(=O)C1=C(c2ccc(-c3ccccc3)c(F)c2)C[C@@H]2CC[C@H]1N2C(=O)NCc1ccc(F)cc1
    -18%	.	.	-8%	.	?	-6%	.	0%	-55%	-8%
O=C1NC(=O)C(Cc2cccs2)C(=O)N1
    -2%	5%	8%	0%	-1%	4%	1%	-22%	4%[2.3 µM]	9%	1%
Cc1ccc2cccc(OC(=O)N(C)c3ccccc3)c2n1
    -2%	9%	-1%	4%	3%	7%	-1%	29%	7%	-8%	-16%
CC1OC(C[N+](C)(C)C)CC1O (configuration not stated)
    -1%	.	.	-11%	.	6%	1%	.	0%	.	1%
CCCCCSc1cc(OC)c(CCNC)cc1OC
    -11%	-2%	?	-1%	-7%	13%	-3%	-35%	8%	-98%	-4%
N[C@@H](Cc1c[nH]c2ccccc12)c1nnc(SCc2ccc(Cl)cc2)o1
    -5%	13%	7%	-2%	-1%	2%	9%	-9%	-2%	-43%	-4%
Brc1ccc(Oc2ccc(Br)cc2Br)c(Br)c1
    ?	.	.	2%	-15%	5%	-2%	34%	?	1%	12%
COc1cc(O)c(C(=O)O)c(-c2cc(O)c(O)cc2C)c1
    -12%	3%	-19%	-4%	-4%	-9%	-8%	29%	?	5%	-4%
COc1ccc(NC(c2ccccc2F)P(=O)(Oc2ccccc2)Oc2ccccc2)cc1 (configuration not stated)
    0%	-8%	1%	-2%	-19%	?	-2%	31%	-2%	-22%	0%
CCOC(=O)CNc1ccc(C(=O)OCC)cc1[N+](=O)[O-]
    -5%	?	-3%	4%	-8%	0%	2%	0%	-13%	-1%	-2%
COc1cc2c(cc1OC)CC[N+](C)=C2
    -3%	41%[activator]	-6%	-2%	-11%	-4%	-2%	-7%	-3%	-2%	-5%
Cc1oc(-c2cccs2)nc1CSCC(=O)N1CCC2(CC1)OCCO2
    28%	1%	5%	-1%	1%	-2%	10%	11%	-17%	-1%	7%
CCn1c(O)c(/C=N/NC(=O)c2ccncc2)c(=O)n(CC)c1=S
    21%	74%[activator]	?	-1%	-19%	4%	6%	-4%	-10%	-20%	-4%
COc1ccc([C@H]2CC(=O)C=C(/C=C/Cc3ccccc3)C2)cc1
    19%	.	.	-8%	.	?	-11%	.	-5%	-54%	0%
CCN1CCN(c2ccc([N+](=O)[O-])cc2C=C2C(=O)NC(=O)NC2=O)CC1
    2%	.	-8%	2%	-10%	3%	0%	-6%	-2%	7%	-2%
CN1CCN(c2ccc3nccnc3c2)CC1
    18%	?	-6%	11%	-2%	0%	-1%	0%	-18%	7%	4%
CCC1(CC)C(=O)C=CNC1=O
    3%	.	.	2%	-3%	-7%	0%	1%	1%	17%	-1%
O=NN1CCCCC1
    9%	.	.	5%	5%	3%	4%	9%	3%	7%	-1%
CC(C)c1ccc(OCC(=O)N2CCCN(C)CC2)cc1
    23%	2%	3%	14%	22%	0%	19%	-15%	-17%	53%	8%
COC(=O)C(O)(c1c(C)[nH]n(-c2ccccc2)c1=O)C(F)(F)F (configuration not stated)
    12%	-7%	3%	6%	6%	0%	2%	43%	-9%	-42%	-4%
O=C(CN1CCCC1=O)Nc1ccccc1
    -1%	0%	-11%	3%	3%	-1%	-3%	-5%	2%	10%	-1%
Cc1ccc(N2C(=O)/C(=C/c3ccc(CN(CCC#N)S(C)(=O)=O)o3)C(=O)NC2=S)cc1C
    1%	-1%	?	-2%	-1%	.	2%	-12%	?	.	-2%
COc1ccc(C(=O)c2nc3ccccc3n2C(C)C)cc1OC
    -5%	-4%	7%	-1%	5%	11%	2%	0%	-1%	18%	2%
CCOc1cc(C(=O)N2CCC3(CC2)OCCO3)cc(OCC)c1OCC
    -1%	-2%	9%	-2%	-12%	-1%	-12%	0%	1%	-10%	-1%
CCc1ccc(CN2CCCC(C(=O)c3sccc3C)C2)o1 (configuration not stated)
    2%	-5%	2%	-6%	-6%	3%	-6%	-2%	0%	-11%	-5%
CCN(CC)C(=O)c1ccc(NC(=O)c2cc(-n3cnnc3)ccc2Cl)cc1
    ?	-1%	-5%	-3%	-3%	3%	9%	-10%	6%	0%	1%

Compound activity deposited in PubChem BioAssay by National Center for Advancing Translational Sciences (NCATS).
